# FAS TE block – FAS thioesterase domain inhibitors, primary screen, biochemical, fluorescence intensity, uHTS | recombinant FAS-TE, OMFH fluorogenic substrate, fluorescence endpoint | inhibition, % at 15 µM | 360,000 compounds, 0.67% hits;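 active means compounds whose normalised, plate-corrected inhibition of enzyme fluorescence in the single-dose primary screen is 50% or more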;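 further: 0% = DMSO with enzyme and 100% = substrate without enzyme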
# E coli Lon inh – inhibitors of E. coli Lon protease, primary screen, biochemical, fluorescence polarization; P0A9M0; purified E. coli Lon protease; inhibition, % at 7.94 µM; 360,000 compounds, 0.42% hits; in the data active means inhibition above about 13%, passing the limit was not always enough;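 further: 0% = enzyme with probe and DMSO and 100% = no enzyme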
# CendR NRP1 mod – modulators of CendR peptide binding to NRP-1, primary screen, biochemical, fluorescence polarization, uHTS; FAM-RPARPAR peptide binding to NRP-1; inhibition, % at 25 µM; Neuropilin-1 (Homo sapiens), O14786; 360,000 compounds, 0.85% hits;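 active means inhibition or corrected inhibition above about 18%, plus a signal ratio from 0.5 to 1.5, limit read from the data, passing the limit was not always enough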; further: strong numbers were not always called active
# Target sequence (O14786 whole entry, looked up): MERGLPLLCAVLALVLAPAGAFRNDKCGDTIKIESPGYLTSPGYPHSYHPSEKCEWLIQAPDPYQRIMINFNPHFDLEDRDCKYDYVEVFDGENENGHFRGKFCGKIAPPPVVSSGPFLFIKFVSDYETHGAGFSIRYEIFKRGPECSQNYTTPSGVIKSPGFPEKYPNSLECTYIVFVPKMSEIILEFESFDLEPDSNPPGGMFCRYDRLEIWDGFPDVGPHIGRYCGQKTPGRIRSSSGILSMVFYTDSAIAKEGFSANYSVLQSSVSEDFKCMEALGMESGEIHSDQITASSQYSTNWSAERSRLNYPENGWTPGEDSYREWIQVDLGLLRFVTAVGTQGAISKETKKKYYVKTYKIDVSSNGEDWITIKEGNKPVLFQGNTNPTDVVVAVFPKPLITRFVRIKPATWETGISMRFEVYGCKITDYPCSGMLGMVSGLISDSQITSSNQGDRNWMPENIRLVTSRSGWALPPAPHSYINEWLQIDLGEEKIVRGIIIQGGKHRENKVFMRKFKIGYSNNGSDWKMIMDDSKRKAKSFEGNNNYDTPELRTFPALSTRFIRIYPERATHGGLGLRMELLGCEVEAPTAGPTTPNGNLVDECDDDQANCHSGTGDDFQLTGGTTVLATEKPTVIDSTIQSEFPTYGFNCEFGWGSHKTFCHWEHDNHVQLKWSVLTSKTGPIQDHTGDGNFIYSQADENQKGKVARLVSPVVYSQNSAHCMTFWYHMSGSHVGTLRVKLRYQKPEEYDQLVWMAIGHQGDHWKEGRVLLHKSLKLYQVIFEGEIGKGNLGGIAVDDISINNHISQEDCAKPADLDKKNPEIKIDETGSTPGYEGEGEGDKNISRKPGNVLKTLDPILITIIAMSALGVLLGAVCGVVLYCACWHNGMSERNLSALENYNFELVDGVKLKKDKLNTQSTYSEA
# MLLE-PAM2 inh – inhibitors of PABP1 MLLE–PAM2 peptide binding, primary screen, biochemical, fluorescence polarization, FITC-PAM2, GST-MLLE. 360,000 compounds, 0.36% hits. Polyadenylate-binding protein 1 (Homo sapiens), P11940. inhibition, % at 20 µM; in the data active means inhibition above about 35%, passing the limit was not always enough;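 further: plate controls were DMSO wells with GST-MLLE for no effect and wells lacking GST-MLLE protein for full effect; some results filed as inactive read as strong as hits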
# Rin1 Abl inh – inhibitors of Rin1-Abl protein binding, primary screen, biochemical, TR-FRET. Tyrosine-protein kinase ABL1 (Homo sapiens) + Ras and Rab interactor 1 (Homo sapiens), …. inhibition, % at 7.35 µM. 360,000 compounds, 0.4% hits; in the data active means inhibition above about 5%, passing the limit was not always enough
# SKN-1 block – suppressors of acrylamide-induced Pgst-4::GFP reporter in worms, primary screen, SKN-1 inhibitor project, whole organism, uHTS, GFP/RFP fluorescence ratio, strain VP596; 360,000 compounds, 0.49% hits; inhibition, % at 21.8 µM; C. elegans VP596 Pgst-4::GFP/RFP ratio, 24 h; AID 624304, 2012;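 active means interference check ratio from 0.5 to 1.5 plus GFP to RFP signal ratio inhibition reaching or exceeding a fixed threshold, cut at about 30% in these data, passing the limit was not always enough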; further: some compounds called inactive have numbers as strong as hits
# MsrA act – bovine MsrA enzyme activators, primary screen, biochemical, absorbance, HTS; activation, % at 10.6 µM; purified bovine MsrA, absorbance read-out; AID 602163, 2012; 360,000 compounds, 0.3% hits; Methionine sulfoxide reductase A (Bos taurus); in the data active means activation above about 7.5%;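 further: 0% = vehicle and 100% = reference activator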
# Neddylation inh – inhibitors of cullin neddylation, primary screen, biochemical, TR-FRET, uHTS, NAE and Ubc12. NEDD8-conjugating enzyme Ubc12 (Homo sapiens) + NEDD8-activating enzyme E1 regulatory …. calls only at 25 µM. 360,000 compounds, 0.58% hits; in the data active means inhibition above about 36%
# MT1-MMP act inh – blockers of MT1-MMP proenzyme processing, primary screen, HT1080 RFP-PRO-GFP cells, GFP/RFP fluorescence; GFP/RFP ratio fluorescence, overnight; percent of plate control window, DMSO zero; 360,000 compounds, 0.061% hits; Matrix metalloproteinase-14 (Homo sapiens), P50281; GFP/RFP ratio change, % at 20 µM;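 active means GFP/RFP ratio change of at least 30% with cell ATP level not reduced by more than half and red fluorescence within 50% of control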; further: strong numbers were not always called active
#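 Material – HT1080 RFP-PRO-GFP cells · Control set – DMSO wells and RFP-L50D-GFP cells · Incubation – overnight cell settling, then overnight compound exposure, 37 °C, 5% CO2 · Compound dosing – single-point 20 µM compound, 1% DMSO · Read-out – GFP/RFP fluorescence ratio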
# * = called active by the depositor; i = inactive; . = no result given; + = active, no number.
compound	FAS TE block	E coli Lon inh	CendR NRP1 mod	MLLE-PAM2 inh	Rin1 Abl inh	SKN-1 block	MsrA act	Neddylation inh	MT1-MMP act inh
N#Cc1ccc(CN2CCN(C(=O)C3CC(=O)N(c4ccccc4F)C3)CC2)cc1 (stereo not drawn)	-4	0	4	8	4	0	-3	i	7
Cc1ccc(NC(=O)Cc2cccs2)cc1Cl	8	-10	-8	14	0	21	-2	i	-1
Cc1ncc(CO)c2cc(S(=O)(=O)c3ccc(F)cc3)c(=O)oc12	0	-2	-4	24	-2	16	-4	i	-1
Cc1ccc(S(=O)(=O)c2cn(C)c3cc(N4CCOCC4)c(F)cc3c2=O)cc1	-4	-5	6	-1	-1	-6	-3	.	-3
NS(=O)(=O)c1ccc(CNC(=O)c2ccncc2)cc1	-7	7	5	-2	-1	-22	-7	i	-2
CCOC(=O)c1[nH]c(C)c(C(=O)OCC(=O)N(Cc2ccccc2)C(C)C)c1C	10	-2	-10	-15	2	16	-3	i	-3
CC(C)(C)c1cc(C(c2cccnc2)N2CCN(CCO)CC2)cc(C(C)(C)C)c1O (stereo not drawn)	3	-1	16	22	5	-3	-7	i	-9
CCC[C@@H](CN1CCC[C@H]1CN1C(N)=NC[C@H]1C(C)C)N1C[C@@H](Cc2ccccc2)N(CCCC2CCCC2)C1=N	-19	-2	8	-1	-3	-9	-1	i	2
Clc1ccc(NCc2cccnc2)c(Cl)c1	4	-1	4	12	2	0	-4	i	5
C1CSC2(N1)C1CC3CC(C1)CC2C3 (stereo not drawn)	-7	-4	-6	29	3	-8	3	i	-2
COc1ccc(CC(=O)Nc2ccc(N3CCOCC3)cc2)cc1OC	-4	-4	-4	5	3	7	-2	i	3
CCOC(=O)c1c(C)nn(-c2ccc(NC(=O)c3cccs3)cc2)c1C	9	6	12	-2	2	-3	-3	i	2
Fc1ccc(NC(=S)NCc2cccs2)cc1	-6	5	2	2	3	1	-10	i	.
CC(C)(C)n1nnnc1C(c1ccccc1)N1CCN(C/C=C/c2ccccc2)CC1 (stereo not drawn)	4	-7	7	13	1	8	-7	i	1
Cc1cc(C(=O)N2CCC2(C)C(=O)NCCC#N)nn1C (stereo not drawn)	-5	3	9	4	-3	1	-2	i	6
CCCSc1nc2c(cnn2-c2ccccc2)c(=O)n1N	-1	-1	-9	-123	2	8	-1	i	0
COc1ccc(OC)c(CCNC(=O)c2cccc(NC3=NC4CS(=O)(=O)CC4S3)c2)c1 (stereo not drawn)	-8	-7	-5	-104	-1	-9	-7	i	2
O=C(Nc1ccccc1Br)C1CCC(=O)N1Cc1ccccc1Cl (stereo not drawn)	13	-1	0	-9	-3	-25	-7	i	-3
CCc1ccc2c(COC(=O)C3CC(=O)N(CCc4ccccc4)C3)cc(=O)oc2c1 (stereo not drawn)	19	11	13	19	-1	14	-1	i	-2
CCO[C@@H]1OC(C(=O)NC2CC2)=C[C@H](c2ccccc2)[C@H]1CCCO	-10	-5	21	4	-1	5	-2	i	3
COC(=O)NC1(C(F)(F)F)C(=O)Nc2c1c(=O)n(C)c(=O)n2C (stereo not drawn)	-3	-2	9	15	-9	0	-1	i	2
COc1cccc(-c2ccc(C3=CC(=O)CC(C)(C)C3=O)cc2)c1OC	16	-4	4	-2	1	12	-2	i	2
O=C(NNC(=O)C1C2CCCCC21)c1coc(=O)c(Br)c1 (stereo not drawn)	-3	-2	-48	-12	-2	-1	-3	+	-3
COc1ccc(S(=O)(=O)N2Cc3ccccc3CC2C(=O)Nc2nccs2)cc1OC (stereo not drawn)	-5	-3	-9	-3	1	8	-9	i	-3
Oc1ccc(C[C@H]2CNC(=S)N2CC2CCCN2C[C@H](Cc2ccc(O)cc2)N2C[C@H](Cc3ccc(O)cc3)N(CC3CCCCCC3)C2=S)cc1 (stereo partly drawn)	-70	-11	3	8	-4	4	-6	i	-5
O=C(NCCOc1ccc(Cl)cc1)C1CCCCC1	3	4	-12	-4	4	1	-2	i	2
CCOC(=O)c1csc(NC(=O)C2=COCCO2)n1	-6	8	-5	-14	-4	11	-2	i	-3
Cc1nn(-c2ccc(Cl)cc2)c(Cl)c1/C=C(\C#N)C(N)=O	43	1	1	2	5	10	0	i	-8
COc1ccc(N(C(=O)c2ccco2)C(C(=O)NC2CCCC2)c2cccs2)c(OC)c1 (stereo not drawn)	3	3	2	11	2	6	-1	i	-1
CC12CCC(=O)N1C(C(=O)N1CCN(S(=O)(=O)c3cccc(C(F)(F)F)c3)CC1)CS2 (stereo not drawn)	0	-2	3	8	5	-2	-4	i	-4
COCCn1c(N)c(C(=O)c2cccc(S(=O)(=O)N3CCCCCC3)c2)c(=O)[nH]c1=O	-6	-5	-11	-3	2	14	-2	i	-4
CCCCn1nnnc1SCC(=O)NNC(=O)C1CCCCC1	-6	2	4	6	2	12	1	i	5
CC(C)c1ccc(N(CC(=O)N2CCOCC2)S(C)(=O)=O)cc1	-2	4	1	6	-5	2	-2	i	-2
CN(CCOC(=O)c1ccc2c(c1)OCCO2)C(C)(C)C	-7	-6	-10	2	1	-7	-6	i	0
CN(CC(=O)Nc1ccc(F)cc1)c1ccc(S(=O)(=O)N2CCCCC2)cc1[N+](=O)[O-]	19	-7	5	2	-4	6	-3	i	3
CC(=O)Nc1ccc(C(=O)COC(=O)CCS(=O)(=O)c2ccccc2)cc1	-3	2	-8	10	-2	11	-2	i	2
Cc1cc(C)c2cc(CN(Cc3cccs3)Cc3nnnn3CC3CCCO3)c(=O)[nH]c2c1 (stereo not drawn)	8	0	5	8	-1	0	0	i	0
C(=N\n1cnnc1)/c1cccnc1	-7	-9	4	-5	3	-3	-11	i	2
COc1ccccc1/C=C/C(=O)NCc1cccnc1	-9	-3	2	8	-2	1	-13	i	.
O=C(CS(=O)(=O)c1ccccc1)NCc1ccco1	-3	-12	-2	-1	-1	0	-3	i	-4
CC(=O)c1ccc(-c2ccc(C(=O)N(C)c3c(N)n(Cc4ccccc4)c(=O)[nH]c3=O)o2)cc1	2	-4	-11	3	0	-7	-5	i	-9
Cc1nn(-c2ccccc2)c2c1C(c1c(C)[nH]c(C#N)c1C)C(C#N)=C(N)O2 (stereo not drawn)	-9	-7	-6	6	6	-32	-11	i	-1
CCc1ccc(Nc2nc(N)nc(CSc3nnnn3-c3ccccc3)n2)cc1	4	-1	5	-5	2	7	-2	i	5
c1ccc(CSc2nnc(-c3cccs3)n2Cc2ccco2)cc1	5	-4	-23	-36	-4	8	1	i	4
O=c1[nH]c(C2CC2)nc2sc3c(c12)CCCC3	-5	-6	-1	7	-1	11	-3	i	-1
O=S(=O)(Nn1cnnc1)c1ccc(F)cc1	-6	3	-13	2	6	3	-16	i	.
O=C(OCc1ccccc1C(F)(F)F)c1ccc(Br)c(S(=O)(=O)N2CCOCC2)c1	48	-6	-8	-2	1	-2	-4	i	8
Cc1ccc(S(=O)(=O)N2CCN(c3ccc([N+](=O)[O-])c(NCCN4CCOCC4)c3)CC2)cc1	26	-6	-2	-13	-7	2	-2	i	1
CC12CC(c3ccccc3O1)C(C(=O)NCc1ccccc1)C(=O)N2 (stereo not drawn)	-5	-10	6	3	-1	5	-5	i	1
COc1ccc(NC(=S)N2CCC(C(=O)c3ccc(C)cc3)CC2)c(OC)c1	-4	1	5	-69	1	-9	-4	i	7
CC12CCC3(CO)COC(c4ccccc4O1)C2C3 (stereo not drawn)	-7	7	16	12	-3	1	2	i	-1
C#CCOCC1CNC(=S)O1 (stereo not drawn)	-8	-7	3	-37	2	11	-2	i	2
O=C(NCc1ccc(F)cc1)C1C2C=CC3(CN(Cc4cccnc4)C(=O)C13)O2 (stereo not drawn)	-8	3	-6	2	1	-8	-3	i	2
Cn1c2ccccc2c(=O)c2cc(C#Cc3cccc(N)c3)ccc21	8	-3	-6	-23	-4	-14	-4	i	.
CCOC(=O)c1ccc(NC(=O)NCCN2CCCCC2)cc1	-3	-6	10	-7	1	8	-3	i	3
O=C(NNC(=S)Nc1ccc(Br)cc1)c1ccc(N2CCOCC2)c([N+](=O)[O-])c1	3	7	1	31	0	2	3	i	2
CC(=O)Nc1ccc(C(=O)OCC(=O)N(Cc2ccccc2)C(C)(C)C)cc1	2	7	0	1	-3	-7	-2	i	0
CCO/C=C1/C(=O)N(c2ccccc2OC)C(=O)c2ccccc21	22	1	-49	10	1	-17	-2	.	3
O=C(c1ccc(F)cc1)N1CCN(C(=O)c2ccc([N+](=O)[O-])cc2)CC1	-4	4	3	4	1	-6	-9	i	3
COC(=O)c1ccccc1Oc1nc(Cl)cc(OC)n1	-10	-3	5	-2	1	-1	0	i	11

# Next part, overlapping the part above by 2 compounds.
compound	FAS TE block	E coli Lon inh	CendR NRP1 mod	MLLE-PAM2 inh	Rin1 Abl inh	SKN-1 block	MsrA act	Neddylation inh	MT1-MMP act inh
O=C(c1ccc(F)cc1)N1CCN(C(=O)c2ccc([N+](=O)[O-])cc2)CC1	-4	4	3	4	1	-6	-9	i	3
COC(=O)c1ccccc1Oc1nc(Cl)cc(OC)n1	-10	-3	5	-2	1	-1	0	i	11
CCOC(=O)C1(Cc2cccc(OC)c2)CCN(Cc2cnc(N)nc2)CC1	-5	-1	-3	1	1	4	-2	i	0
COc1ccc(/C=N/OCC(=O)N2CC3(C)CC2CC(C)(C)C3)cc1OC (stereo not drawn)	-4	-5	-6	-2	4	9	-3	i	3
CN1CCN(C(=O)C23CCC(C)(C(=O)C2Br)C3(C)C)CC1 (stereo not drawn)	-4	10	8	-9	-3	8	-2	i	0
c1ccc(CCOn2ccnc2)cc1	-8	-11	7	7	0	0	-13	i	-9
Cn1c(=O)c2cc(NC(=S)NCc3ccccc3F)ccc2n1Cc1ccc(F)cc1	10	6	-2	-19	-3	26	-4	i	-3
COc1ccc(CCNC(=S)Nc2cccc3ccccc23)cc1	-4	1	-10	-2	-1	7	-3	i	5
COc1cnc(-c2ccccn2)nc1Oc1ccc(F)cc1F	0	4	-20	-4	3	-1	0	i	-2
O=C(Cc1ccccc1)NCC(=O)OCC(=O)c1ccc(Cl)cc1	-3	0	6	-9	0	-6	-4	i	1
O=C(Nc1ccc([N+](=O)[O-])cc1)C(=O)Nc1cccc(C(=O)O)c1	-5	-5	-5	2	-1	3	-3	i	-2
Cc1ccc(S(=O)(=O)N/N=C/c2ccc(OS(=O)(=O)c3ccc(C)c([N+](=O)[O-])c3)cc2)cc1	29	-6	-5	-25	-1	8	-1	i	2
CSc1nc2sc3c(c2c(=O)n1CC(C)C)CC(C)(C)OC3	16	-6	10	2	-2	24	-4	i	1

# From PubChem
